NF-kB neuron act: raises NF-kB expression in human neuronal cells; fold change at 12.5 µM; 190,000 compounds, 1.6% hits; NF-kB reporter expression; hits give high values; in the data active means fold change above about 3.3
TLR4 MyD88 comp: blocks binding of human TLR4 to MyD88. inhibition, % at 8.4 µM. HeLa CL3-4 TLR4/MyD88 BLA complementation, FRET ratio. 200,000 compounds, 0.18% hits. O00206+Q99836; in the data active means inhibition above about 25%;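 further: 0% = vehicle and 100% = reference inhibitor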
Target sequence (O00206 whole entry, looked up): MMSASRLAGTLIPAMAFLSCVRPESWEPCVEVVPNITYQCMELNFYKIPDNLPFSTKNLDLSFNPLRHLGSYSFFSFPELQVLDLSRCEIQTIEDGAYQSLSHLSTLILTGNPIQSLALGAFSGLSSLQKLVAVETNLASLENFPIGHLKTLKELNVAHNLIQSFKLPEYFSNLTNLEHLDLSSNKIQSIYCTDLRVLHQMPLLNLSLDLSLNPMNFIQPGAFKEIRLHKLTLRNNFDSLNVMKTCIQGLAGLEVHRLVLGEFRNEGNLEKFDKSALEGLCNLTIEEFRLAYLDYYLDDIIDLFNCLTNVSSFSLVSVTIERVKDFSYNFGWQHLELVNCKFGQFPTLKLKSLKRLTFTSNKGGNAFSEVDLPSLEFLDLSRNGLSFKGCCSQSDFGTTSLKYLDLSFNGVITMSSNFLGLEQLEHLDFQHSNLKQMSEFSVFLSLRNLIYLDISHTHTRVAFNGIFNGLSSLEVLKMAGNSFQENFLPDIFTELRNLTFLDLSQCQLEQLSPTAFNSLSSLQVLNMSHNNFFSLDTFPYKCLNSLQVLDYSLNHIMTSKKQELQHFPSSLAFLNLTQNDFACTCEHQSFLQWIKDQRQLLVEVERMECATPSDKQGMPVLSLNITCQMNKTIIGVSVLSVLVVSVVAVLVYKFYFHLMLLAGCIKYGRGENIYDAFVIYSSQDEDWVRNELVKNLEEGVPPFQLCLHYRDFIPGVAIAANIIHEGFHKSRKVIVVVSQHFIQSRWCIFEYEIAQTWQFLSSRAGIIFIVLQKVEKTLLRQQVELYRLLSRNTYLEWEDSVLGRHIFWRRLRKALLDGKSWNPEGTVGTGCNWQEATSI
Target sequence (Q99836 whole entry, looked up): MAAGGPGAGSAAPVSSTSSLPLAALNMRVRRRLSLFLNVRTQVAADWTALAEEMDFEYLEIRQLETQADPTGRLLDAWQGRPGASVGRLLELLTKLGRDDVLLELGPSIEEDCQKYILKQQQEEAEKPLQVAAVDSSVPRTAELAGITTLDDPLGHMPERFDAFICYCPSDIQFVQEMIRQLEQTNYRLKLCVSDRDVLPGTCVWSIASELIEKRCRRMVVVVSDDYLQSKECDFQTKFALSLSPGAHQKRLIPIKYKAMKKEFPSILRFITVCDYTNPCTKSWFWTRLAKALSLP
G6PDH CS: L. mesenteroides G6PDH inhibition counter-screen | Purified L. mesenteroides G6PDH, diaphorase/resazurin coupled fluorescence, 45 min | inhibition, % at 5 µM | 200,000 compounds, 0.12% hits | AID 1020; in the data active means inhibition above about 50%
Diaphorase inh: diaphorase inhibition or chemical oxidation counter-screen; diaphorase resazurin-to-resorufin fluorescence, NADH, 16 min; bacterial (C. kluyveri) enzyme, not human; inhibition, % at 20 µM; AID 1217; 190,000 compounds, 0.69% hits;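 active means primary screen inhibition at 20 µM above a set limit, cut at about 50% in these data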;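 further: plate controls were DMSO with full reaction for no effect and wells lacking NADH for full effect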
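Benchmarks: positive control wells lacking NADH, neutral wells with DMSO only. System: bacterial diaphorase enzyme (C. kluyveri). Input: 0.14 U/mL diaphorase, enzyme working solution. Detection: resorufin fluorescence, excitation 544 nm, emission 590 nm. Times: 16-min room-temperature incubation before reading.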
STAT1 act: activators of IFN-gamma induced STAT1 signaling; NIH 3T3 STAT1-luciferase reporter, luminescence; 100% = IFN-gamma alone, no compound; activation (% of control), % at 5.5 µM; 200,000 compounds, 2.6% hits; AID 932;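 active means activation above the screen-wide mean activation plus 3 SD, cut at about 130% in these data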;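 further: raw ratio to IFN-gamma control signal so 100% means no change and 0% no light; values of inactives mirror those of a sister screen read the other way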
FLuc inh counter: counter-screen for luciferase assay inhibitors: firefly luciferase inhibition; P08659; ATPLite firefly luciferase biochemical luminescence, 10 min; inhibition, % at 10 µM; 200,000 compounds, 1.5% hits;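 active means inhibition above about 50% when tested at 10 µM, limit read from the data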
FLuc act counter: affects firefly luciferase, flagging false hits in luciferase stimulation screens; P08659; ATPlite luciferase biochemical, luminescence, 10 min; 0 = ATP-free wells, 1 = DMSO control; activation factor at 10 µM; 200,000 tested, under 10 active; AID 1027;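 active means luciferase activation factor, scaled between plate controls, of at least 2 with compound at 10 µM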
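System: Luciferase/luciferin detection reagent, cell-free biochemical luciferase assay | Medium: PBS buffer for ATP | Dosing: Test compounds dosed from 2 mM stocks in 100% DMSO | Timing: 10 min at ambient temperature | Signal: Luminescence measurement of luciferase light output | Evaluation: Luciferase activation, seen as luminescence increase over controls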
Diaph act CS: counter-screen for diaphorase-based assays: diaphorase activators and chemical reducers; Diaphorase/resazurin coupled assay, resorufin fluorescence, 16 min; hits give high values; 1 = vehicle wells, 0 = NADH-free wells; activation factor at 20 µM; 190,000 compounds, 0.005% hits; AID 1229;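 active means diaphorase activity raised at least twofold by the compound at 20 µM; inactive means activation factor below 2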
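Material: bacterial diaphorase enzyme (C. kluyveri); amount: enzyme 0.07 U/mL final; reagent: NADH substrate 0.114 mM plus resazurin dye 0.1 mM, final; doses: single compound dose of 20 µM, 1% DMSO final; timing: 16 min enzyme reaction, ambient temperature; measured by: fluorescence of resorufin, 544 nm excitation, 590 nm emission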
APP 5'UTR act: APP 5'UTR luciferase reporter activation. activation, % at 2 µM. AID 1276. 190,000 compounds, 1% hits. SH-SY5Y APP 5'UTR luciferase reporter, luminescence; zero percent = DMSO vehicle wells;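 active means activation above a set limit, based on mean plus 3 SD of controls, cut at about 140% in these data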; further: values of inactives mirror those of a sister screen read the other way
APP transl inh: APP translation inhibition. SH-SY5Y APP 5'UTR-luciferase reporter, luminescence. AID 1285. 190,000 compounds, 0.82% hits. inhibition, % at 2 µM;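 active means inhibition above a set limit, derived from the sample mean plus 3 SD, cut at about 45% in these data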; further: values of inactives mirror those of a sister screen read the other way
Numbers without * were called inactive.

SMILES	NF-kB neuron act	TLR4 MyD88 comp	G6PDH CS	Diaphorase inh	STAT1 act	FLuc inh counter	FLuc act counter	Diaph act CS	APP 5'UTR act	APP transl inh
S=c1[nH]nc(-c2ccccn2)n1/N=C/c1cccc2ccccc12	1.2	-6	10	28	94	6	0.9	0.7	2	-2
CCOC(=O)C1=C(C)N(CC(C)C)C(=O)C1	1.2	-1	7	16	109	-10	1.1	0.8	-1	1
Cn1c(=O)[nH]c(=O)c2c1nc(N1CCCCC1)n2CCSc1nc2ccccc2o1	1.1	-10	2	27	102	-3	1	0.7	-19	19
CCn1nc(C)c(NC(=O)CSc2nnc(-c3ccco3)n2C)c1C	1.1	-1	0	13	100	-4	1	0.9	7	-7
Cc1ccc(SCCCCN2C(=O)NC(C)(C)C2=O)cc1	1.3	-9	10	24	108	-4	1	0.8	25	-25
CCCCn1c(SCc2nnc(-c3ccccc3)o2)nc2c1c(=O)n(C)c(=O)n2C	0.97	-2	12	11	104	1	1	0.9	10	-10
NC(=O)COC(=O)c1ccc(S(=O)(=O)NCc2ccco2)cc1	0.97	-6	14	-5	99	-6	1.1	1	26	-26
O=C(NCCN1C(=O)S/C(=C\c2ccc(Cl)c(Cl)c2)C1=O)c1ccc2c(c1)C(=O)N(Cc1ccncc1)C2=O	1	-10	0	-11	100	0	1	1.1	3	-3
CC(=O)NCCc1nc2cc(NC(=O)c3cccs3)ccc2n1C	1.7	-8	-4	0	108	28	0.7	1	30	-30
O=C(/C=C/c1ccccc1[N+](=O)[O-])OCC(=O)c1ccccc1	0.96	1	-3	-7	96	4	1	1.1	-6	6
COC(=O)c1c(C)[nH]c(C(=O)/C=C/c2cccc(Cl)c2)c1C	1.6	-8	-13	14	108	12	0.9	0.9	74	-74
COc1ccc(OCC(=O)N2CCN(C(=O)c3cccc4ccccc34)CC2)cc1	1.1	-4	5	16	95	-6	1.1	0.8	9	-9
COc1ccc(/C=C/C(=O)OCC(=O)Nc2cc(S(=O)(=O)N(C)C)ccc2Cl)cc1	1.5	-5	6	-1	107	20	0.8	1	15	-15
CCc1ccc(CN2CCN(C(=O)c3cccc(OC)c3OC)CC2)cc1	1.1	-11	1	7	87	1	1	0.9	-10	10
CCn1c2ccccc2c2cc(CN3CCN(S(C)(=O)=O)CC3)ccc21	0.89	16	-6	19	96	0	1	0.8	-6	6
CCC(OC(=O)CCc1nc2ccccc2[nH]c1=O)C(=O)c1ccccc1 (stereo unspecified)	1.1	20	1	2	97	-4	1	1	-3	3
COc1cc(NC(=O)COC(=O)/C=C/c2c(C)nn(-c3ccc(F)cc3)c2Cl)cc(OC)c1	1.2	-10	-20	17	104	-1	1	0.8	5	-5
CCCCNC(=O)c1ccccc1NS(=O)(=O)c1ccc2c(c1)OCCO2	0.87	-6	-14	13	105	-8	1.1	0.9	10	-10
CC1(C)CC(=O)C2=C(C1)Oc1ncn(CCO)c(=N)c1C2c1ccccc1 (stereo unspecified)	0.91	-17	6	18	101	-4	1	0.8	-6	6
CCNc1ccc(C(=O)OC(C(=O)NC(N)=O)C(C)C)cc1[N+](=O)[O-] (stereo unspecified)	1.1	-11	8	9	94	-10	1.1	0.9	16	-16
COc1ccc(N2CCN(S(=O)(=O)c3ccc(OC)cc3)CC2)cc1	1.4	7	0	26	97	-6	1.1	0.7	0	0
Cc1ccsc1C(C(=O)NC1CCCCC1)N(C(=O)c1csnn1)C1CC1 (stereo unspecified)	0.99	-26	3	11	99	-8	1.1	0.9	1	-1
CCOC(=O)n1n[n+]([O-])c2ccccc21	1.1	-8	5	10	102	-5	1	0.9	-8	8
CCOC(=O)Cc1csc(NC(=O)c2csc(C)c2)n1	1.1	9	-4	9	106	2	1	0.9	5	-5
O=[N+]([O-])c1cc(C(F)(F)F)ccc1Sc1nccn1Cc1ccccc1	0.9	-6	1	20	108	-4	1	0.8	12	-12
Remaining list, next part
SMILES	NF-kB neuron act	TLR4 MyD88 comp	G6PDH CS	Diaphorase inh	STAT1 act	FLuc inh counter	FLuc act counter	Diaph act CS	APP 5'UTR act	APP transl inh
Cc1cccc(-c2ncc(CN3CCCC(CO)(Cc4ccccc4C)C3)cn2)c1 (stereo unspecified)	0.99	-8	9	23	112	-2	1	0.8	-4	4
O=C(NCCN1CCN(c2ccccc2)CC1)c1ccc(NC(=O)C2CCCO2)cc1 (stereo unspecified)	0.91	-4	3	-7	98	0	1	1.1	7	-7
Cc1ccc(OCCCCn2ccnc2)c(Cl)c1	1.6	3	1	3	114	16	0.8	1	20	-20
CCOc1ccccc1NC(=O)CCN(c1ccc(C)cc1)S(=O)(=O)c1ccccc1	1.4	8	-6	22	101	-5	1	0.8	-4	4
COc1ccccc1NC(=O)N(Cc1cccs1)Cc1cc2cc3c(cc2[nH]c1=O)OCO3	0.43	-11	4	11	91	1	1	0.9	-32	32
Fc1ccc(CNC(=S)Nc2ccccc2Cl)cc1	1.3	16	8	5	99	-7	1.1	1	-7	7
COc1ccc(C2=NN(CCC(=O)NCc3ccc4c(c3)OCO4)C(=O)CC2)cc1	1.1	6	7	0	101	0	1	1	-2	2
CCCCC(=O)NC1(C(F)(F)F)C(=O)N(Cc2ccco2)C(C)=C1C(=O)OC (stereo unspecified)	0.97	10	-7	9	101	-1	1	0.9	-8	8
Cc1ccc(Cn2ccc(NC(=O)c3noc4c3CCCCC4)n2)cc1	1.3	18	0	19	104	0	1	0.8	-2	2
CCC(C)NC(=O)C(NS(=O)(=O)c1ccc2c(c1)c(=O)n(C)c(=O)n2C)c1ccccc1 (stereo unspecified)	1.1	-9	2	18	100	-5	1	0.8	16	-16
Fc1ccccc1Nc1nc(-c2ccncc2)nc2ccccc12	1.3	-4	6	5	100	-5	1.1	0.9	20	-20
Cc1ccc(Oc2ccc(-c3nnc(-c4ccccc4)o3)cc2[N+](=O)[O-])cc1C	1.1	-8	-18	17	111	-1	1	0.8	-19	19
CC1CC(C)CN(C(=O)CSc2ccsc2[N+](=O)[O-])C1 (stereo unspecified)	1.7	-7	8	9	97	-2	1	0.9	4	-4
O=C(CCCn1cnc([N+](=O)[O-])n1)Nc1ccc(F)c(Cl)c1	0.94	-13	3	-10	102	-3	1	1.1	38	-38
CCCc1nc2n[nH]c(N)c2c2c1CCCC2	1.5	0	-4	28	105	-6	1.1	0.7	14	-14
CCCCOC(=O)Nc1ccc(C)c(Cl)c1	2.9	3	16	16	143*	9	0.9	0.8	114	-114
CC1=C(C)CC(C(=O)Nc2cccc([N+](=O)[O-])c2)C(C(=O)O)C1 (stereo unspecified)	1.2	-9	2	14	97	-5	1.1	0.9	3	-4
Cc1cc2nnc(SC3CCCCN(C(=O)c4ccc(F)cc4)C3=O)n2c2ccccc12 (stereo unspecified)	0.61	-7	-40	25	102	-6	1.1	0.8	8	-8
CC1CCc2sc3nc(NCc4ccco4)n4ncnc4c3c2C1 (stereo unspecified)	1.1	9	7	24	102	-6	1.1	0.8	1	-1
CC1(C)CC(=O)C2=C(C1)OC(N)=C(C#N)C2CCc1ccccc1 (stereo unspecified)	1.1	14	5	19	97	-8	1.1	0.8	-14	14
CCCN1CNC(=S)N(c2ccc(C(=O)OCC)cc2)C1	1.2	-9	8	14	95	-2	1	0.9	25	-25
Cc1nc2sccn2c(=O)c1CCN1CCC(=C(c2ccc(F)cc2)c2ccc(F)cc2)CC1	0.88	11	3	3	98	-5	1	1	4	-4
O=C(Cn1c(COc2ccc(Cl)cc2)nc2ccccc21)NCC(F)(F)F	1	-8	-7	12	102	3	1	0.9	8	-8
O=c1cc(CSc2nc3ccccc3c(=O)[nH]2)c2ccc(O)cc2o1	0.5	-10	1	21	35	-7	1.1	0.8	22	-22
Cc1cccc(NC(=O)c2cccc(Cn3cc(Br)c([N+](=O)[O-])n3)c2)c1C	1.1	-5	4	7	82	-1	1	0.9	2	-2

6 entries from above, with two lines to a compound:
Results follow in this order: NF-kB neuron act | TLR4 MyD88 comp | G6PDH CS | Diaphorase inh | STAT1 act | FLuc inh counter | FLuc act counter | Diaph act CS | APP 5'UTR act | APP transl inh
> CCCN1CNC(=S)N(c2ccc(C(=O)OCC)cc2)C1
→ 1.2 | -9 | 8 | 14 | 95 | -2 | 1 | 0.9 | 25 | -25
> CC1(C)CC(=O)C2=C(C1)OC(N)=C(C#N)C2CCc1ccccc1 (stereo unspecified)
→ 1.1 | 14 | 5 | 19 | 97 | -8 | 1.1 | 0.8 | -14 | 14
> CCOC(=O)C1=C(C)N(CC(C)C)C(=O)C1
→ 1.2 | -1 | 7 | 16 | 109 | -10 | 1.1 | 0.8 | -1 | 1
> CC1CCc2sc3nc(NCc4ccco4)n4ncnc4c3c2C1 (stereo unspecified)
→ 1.1 | 9 | 7 | 24 | 102 | -6 | 1.1 | 0.8 | 1 | -1
> CCC(C)NC(=O)C(NS(=O)(=O)c1ccc2c(c1)c(=O)n(C)c(=O)n2C)c1ccccc1 (stereo unspecified)
→ 1.1 | -9 | 2 | 18 | 100 | -5 | 1 | 0.8 | 16 | -16
> S=c1[nH]nc(-c2ccccn2)n1/N=C/c1cccc2ccccc12
→ 1.2 | -6 | 10 | 28 | 94 | 6 | 0.9 | 0.7 | 2 | -2

(listing goes on)
SMILES	NF-kB neuron act	TLR4 MyD88 comp	G6PDH CS	Diaphorase inh	STAT1 act	FLuc inh counter	FLuc act counter	Diaph act CS	APP 5'UTR act	APP transl inh
COc1ccc(C(=O)OC(C)CN2CCOCC2)cc1OC (stereo unspecified)	1.1	8	5	17	101	-8	1.1	0.8	5	-5
Cc1cc(-c2ccc(Cl)cc2)oc(=O)c1NC(=O)c1ccccc1	1.1	-9	7	4	99	-6	1.1	1	13	-13
CCCC12CN3CCN(CC(C3)/C1=N\NC(=O)c1ccc(F)cc1)C2	0.94	-4	9	25	99	-5	1	0.8	-7	7
COc1cc(S(=O)(=O)N(C)C)ccc1Br	1.1	-2	3	18	100	-4	1	0.8	-8	8
CCOC(=O)C1(Cc2cccc(OC)c2)CCCN(Cc2nccn2CC)C1 (stereo unspecified)	1.1	7	7	10	90	-8	1.1	0.9	22	-22
CC(C)CN(C(=O)COC(=O)Cc1c[nH]c2ccccc12)C1CCS(=O)(=O)C1 (stereo unspecified)	1.3	0	2	20	94	3	1	0.8	11	-12
CSc1ccc(C#N)cc1NC(=O)c1cccc(Cl)c1	0.89	-14	6	18	106	-6	1.1	0.8	16	-16
Cc1ccc(CNC(=O)CCCC(=O)Nc2cc(C)on2)cc1	0.98	12	9	1	106	-6	1.1	1	3	-3
Cc1ccc(C(=O)N2CCN(c3ncccn3)CC2)o1	1.1	8	15	5	91	-4	1	1	7	-7
CCOC(=O)N1CCN(C(=O)C2CCN(CC3CCCCC3)CC2)CC1	1	-10	13	6	101	-8	1.1	0.9	-1	1
NNC(=O)C1=NOC(CNc2ncc(C(F)(F)F)cc2Cl)C1 (stereo unspecified)	0.98	-2	-1	-5	99	-7	1.1	1	10	-10
Cc1ccc2nc(NC(=O)CN3C(=O)C4CC=CCC4C3=O)sc2c1 (stereo unspecified)	1.4	5	9	11	116	22	0.8	0.9	-10	10
Nc1cc(OC(=O)c2cccs2)nn1S(=O)(=O)c1ccc(F)cc1	0.97	16	7	4	106	-4	1	1	-4	4
CCn1c(-c2ccccc2)c(C(=O)O)c2ccccc21	1.1	2	0	-2	102	-4	1	1	6	-6
